BAZ2B inh: BAZ2B (human) inhibition; AlphaScreen BAZ2B-H3K14Ac peptide displacement; hit rate 4.4% among 360,000; Q9UIF8; Potency, µM (top dose mostly 114 µM), for the others: at the highest dose activity change, negative = inhibition, hits mostly inhibitors; also: potency is read from the fitted curve at half-maximal effect; % is scaled to controls: 0 for no effect and ±100 for the full control effect; nearly all actives have a fitted effect of over 60% in size
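Compounds, titrated to a top concentration of 110 uM, were incubated 30 min at room temperature with preformed BAZ2B/acetyl-K14 H3 peptide complex (50 nM each). Proximity signal was measured by AlphaScreen after 20 min with beads.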
Pin1 inhibitor: inhibitors of human Pin1; Pin1 FP peptide displacement, HiFluor488, 10 min; Potency, µM (series often up to 115 µM), for the others: top-dose activity, negative = inhibition, hits mostly inhibitors; hit rate 0.009% among 390,000; AID 504891; active = well fitted inhibition curve with a large enough effect in the polarisation, with a control signal flat, not every such curve was filed as active; inconclusive = small, poorly fitted or top-dose-only effect, or effect the other way, or a change in a side signal; inactive = no such curve, though single readings can be large or run the other way; the % refers to the polarisation; also: potency is read from the fitted curve at half-maximal effect; % is scaled to controls: 0 for no effect and ±100 for the full control effect
Target sequence (Q13526 whole entry, looked up): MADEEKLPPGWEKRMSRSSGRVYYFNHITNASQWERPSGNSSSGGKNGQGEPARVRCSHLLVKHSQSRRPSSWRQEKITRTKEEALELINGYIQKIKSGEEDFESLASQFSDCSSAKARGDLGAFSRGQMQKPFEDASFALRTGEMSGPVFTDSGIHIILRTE
JMJD2A Tudor: blocks the human JMJD2A Tudor domain. AlphaScreen JMJD2A-Tudor / H3K4me3 peptide binding. Potency, µM (doses to about 114 µM), for inactives: at the top dose activity change, negative = inhibition, hits mostly inhibitors. hit rate 4.4% among 390,000. AID 504339; also: potency is read from the fitted curve at half-maximal effect; % is scaled to controls: 0 for no effect and ±100 for the full control effect; nearly all actives have a fitted effect of over 50% in size
HP1b chromo inh: blocks HP1-beta chromodomain binding to methylated histone tails; Potency, µM (series often up to 114 µM), for inactives: at the top dose activity change, negative = inhibition, most hits filed as inhibitors; AID 540317; AlphaScreen HP1-beta / biotin-H3K9me3 peptide binding; P83916; hit rate 0.56% among 390,000; also: potency is read from the fitted curve at half-maximal effect; nearly all actives have a fitted effect of over 70% in size; inactives centre near 23
Target sequence (P83916 whole entry, looked up): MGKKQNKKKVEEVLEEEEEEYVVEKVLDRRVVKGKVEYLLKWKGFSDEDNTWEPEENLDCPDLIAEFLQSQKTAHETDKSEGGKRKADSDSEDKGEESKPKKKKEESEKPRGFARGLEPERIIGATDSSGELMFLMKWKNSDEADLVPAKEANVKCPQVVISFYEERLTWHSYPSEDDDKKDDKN
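AlphaScreen: HP1-beta (50 nM) preformed 30 min with biotin-H3(1-18)K9me3 peptide (50 nM) in PBS pH 7.4, 0.01% Tween-20. Compound added for 30 min at RT, then streptavidin donor/nickel chelate acceptor beads (10 ug/mL) for 30 min.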
PGK inhibitor: T. brucei PGK inhibition | PGK/GAPDH coupled, Kinase-Glo luminescence, 60 min | hit rate 0.043% among 380,000 | AID 602233 | P07378 | Potency, µM (top dose mostly 57.5 µM), for inactives: at the top dose activity change, negative = inhibition, most hits filed as inhibitors; also: potency is read from the fitted curve at half-maximal effect; % is scaled to controls: 0 for no effect and ±100 for the full control effect; nearly all actives have a fitted effect of over 60% in size
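Recombinant glycosomal PGK reaction used 1,3-bisphosphoglycerate generated in-well by GAPDH (100nM final) in 100mM TEA pH 7.6, 5mM MgCl2, 0.01% Tween-20. After 60 minutes at room temperature, ATP was read by Kinase-Glo Plus luminescence end-point.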
PI4K2A block: inhibitors of human PI4K2A; hit rate 0.13% among 420,000; purified PI4K2A, ADP-Glo luminescence, 1 h; stronger effect = lower value; Q9BTU6; AID 1346378; activity change, negative = inhibition, % at 76.9 µM; in the data active = activity change below about -50%; inconclusive = mostly about -30% to -49%;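 also: -100% = wells without enzyme as full effect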
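PI4K2A activity was measured by ADP-Glo luminescence: enzyme (4 ug/mL stock) and phosphatidylinositol (1.2 mM stock) in Tris pH 7.5/MgCl2/EGTA/Triton X-100 buffer were reacted with ATP (300 microM stock) for one hour at ambient temperature.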
G9a block: G9a (human) methyltransferase inhibition; Q96KQ7; G9a H3K9 monomethylation, AlphaScreen, 2 h; Potency, µM (top dose mostly 102 µM), for inactives: at the top dose activity, negative = inhibition, usual class: inhibitors; hit rate 8.8% among 350,000; AID 504332; also: potency is read from the fitted curve at half-maximal effect; % is scaled to controls: 0 for no effect and ±100 for the full control effect; nearly all actives have a fitted effect of over 75% in size
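Enzyme 20 nM + cpd, 15 min RT; add b-H3K9 pep 500 nM / SAM 20 uM; 2 h RT; anti-H3K9me1 Ab 0.5 ug/mL + SA donor / anti-rabbit acceptor beads 20 ug/mL each, 10 min; AlphaScreen read.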
ERG Ets-DNA blk: blocks human ERG Ets domain binding to DNA; fluorescence polarization, His-ERG Ets domain / labelled DNA; hit rate 0.028% among 370,000; P11308; Potency, µM (titrated, usually from 76.9 µM), for the others: top-dose FP activity, negative = inhibition, usual class: inhibitors; active = well fitted inhibition curve with a large enough effect in the polarisation, with a control signal flat; inconclusive = small, poorly fitted or top-dose-only effect, or effect the other way, or a change in a side signal; inactive = no such curve, though single readings can be large or run the other way; the % refers to the polarisation;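 also: polarization taken with two DNA probes labelled with fluorescein and Texas red; potency is read from the fitted curve at half-maximal effect; % of control where 0% means no effect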
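His-tagged ERG Ets domain (1 uM in the protein solution; 300mM KCl, 50mM Tris-HCl, 1mM EDTA, 1mM DTT, pH 7.5) received compound, then a probe mix of 5 nM fluorescein-DNA and 100nM Texas-615-DNA. Fluorescence polarization was read for both dyes.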
GLS inh: blocks human kidney-isoform glutaminase activity. O94925. hit rate 0.21% among 410,000. AID 624170. GLS enzymatic activity, qHTS titration. Potency, µM (series often up to 45.5 µM), for the others: top-dose activity change, negative = inhibition, actives largely listed as inhibitors; also: potency is read from the fitted curve at half-maximal effect; % is scaled to controls: 0 for no effect and ±100 for the full control effect
Target sequence (O94925 whole entry, looked up, canonical isoform): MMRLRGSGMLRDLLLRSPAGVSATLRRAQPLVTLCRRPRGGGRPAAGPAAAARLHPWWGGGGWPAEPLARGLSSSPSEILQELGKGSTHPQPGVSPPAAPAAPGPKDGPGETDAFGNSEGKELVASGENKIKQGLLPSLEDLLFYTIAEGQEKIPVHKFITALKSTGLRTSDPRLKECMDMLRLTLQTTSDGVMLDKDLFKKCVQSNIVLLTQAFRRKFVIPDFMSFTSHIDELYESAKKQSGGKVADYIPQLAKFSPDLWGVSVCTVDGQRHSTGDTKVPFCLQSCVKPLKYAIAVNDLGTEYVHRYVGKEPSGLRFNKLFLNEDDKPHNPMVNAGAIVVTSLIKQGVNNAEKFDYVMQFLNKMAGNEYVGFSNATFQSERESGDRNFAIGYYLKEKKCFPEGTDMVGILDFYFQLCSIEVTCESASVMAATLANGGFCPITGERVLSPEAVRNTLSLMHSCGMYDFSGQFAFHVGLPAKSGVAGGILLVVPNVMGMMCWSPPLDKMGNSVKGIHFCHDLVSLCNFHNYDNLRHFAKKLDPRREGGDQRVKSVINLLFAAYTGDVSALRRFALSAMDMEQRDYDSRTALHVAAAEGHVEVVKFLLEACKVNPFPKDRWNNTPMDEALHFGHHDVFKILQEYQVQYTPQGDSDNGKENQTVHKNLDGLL
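hKGA in 45 mM KH2PO4 pH 8.2, 0.02% Tween-20 with pin-transferred compounds; 1 mM L-glutamine (stock) plus glutamate oxidase/HRP/Amplex Red coupling added. Fluorescence read initially and after 30 min at RT.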
* = called active by the depositor; i = inactive; u = inconclusive; x = no result given; [ ] = another dose, or the depositor's remark. Unless noted, calls follow the shape of the dose curve; as a rule, active = well fitted curve in the direction sought with a large enough effect; inconclusive = small, poorly fitted or top-dose-only effect, or another doubt; inactive = no such curve, though single readings can be large; an effect the other way counts as inactive or inconclusive. Compounds as they come; overall some 11% were active at least once.

Order of values – PI4K2A block	BAZ2B inh	PGK inhibitor	ERG Ets-DNA blk	Pin1 inhibitor	GLS inh	JMJD2A Tudor	HP1b chromo inh	G9a block
Cc1ccc(CN2C(=O)C3(c4ccccc42)N(c2cccc(F)c2)C(=O)CS3(=O)=O)cc1 (centres undefined)
  -3	1%[57.1 µM]	-9%	3%	39%[activator]	1%	-18%	4%	u
Cc1cc(C)nc(NC(=O)c2ccc(Cl)c(Cl)c2)n1
  0	-18%	-4%	-1%	6%	2%	-10%	30%	-20%
Cc1ccc(C)c(-n2c(N)c(C(N)=O)sc2=S)c1
  -3	-5%	-6%	5%	2%	2%	-32%	-17%	u
Cc1ccc(OCC(=O)Nc2cccc(S(=O)(=O)N3CCOCC3)c2)c([N+](=O)[O-])n1
  3	-6%	i	-1%	0%	0%	-10%	20%	-3%
COc1ccc(Br)cc1CNC(=O)C1CCN(c2nnc(N3CCCC3=O)s2)CC1
  12	u	-4%	1%	22%	-8%	-2%	47%[activator]	31%
O=C(c1ccccc1)c1ccc2ccccc2c1
  -2	x	-8%	9%	-2%	u	215%[activator]	315%[activator]	x
Cc1cc(Br)ccc1NC(=O)C1CCCN(S(=O)(=O)c2cccc3nonc23)C1 (centres undefined)
  -1	-12%	i	5%	35%[activator]	-13%	-11%	14%	-10%[59 µM]
CCOCCn1c(=NC(=O)/C=C/c2ccccc2Cl)sc2cc(NC(C)=O)ccc21
  -5	-4%	-5%	6%	-2%	6%	-25%	23%	-47%[59 µM]
CCc1ccc(-c2nc(CS(=O)CC(=O)NCc3ccco3)c(C)o2)cc1 (centres undefined)
  -2	-39%	0%	11%	-6%	-28%	-36%	23%	u
O=C(CCc1nnc2n(Cc3ccccc3Cl)c(=O)c3ccccc3n12)Nc1ccccc1
  -2	-1%	-5%	3%	-1%	-6%	-21%	0%	-4%[59 µM]
NC(=N\N=Cc1ccco1)/C(N)=N/N=Cc1ccco1
  -10	x	-20%	-1%	-5%	u	u	-17%	x
COC(=O)c1cc(S(=O)(=O)NCc2ccc(S(N)(=O)=O)cc2)oc1C
  -1	-3%	8%	3%	-2%	7%	-10%	18%	-3%
O=C(NC(C(=O)N/N=C/c1ccccc1)c1n[nH]c(=O)c2ccccc12)c1ccccc1 (centres undefined)
  0	3%	0%	-3%	-3%	0%	-32%	13%	-20%
O=C(CSc1nnc(NC(=O)c2c(F)cccc2F)s1)NCc1ccco1
  1	9%	-4%	-7%	-6%	0%	-16%	19%	45µM*
Cc1ccc(CNCC(O)(c2ccccc2)c2ccc(Cl)cc2)cc1 (centres undefined)
  3	49%[activator]	0%	-17%	-1%	-1%	56%[activator]	83%[activator]	47%[activator]
CN1CCN(S(=O)(=O)c2cccc(C(=O)Nc3cc(C(F)(F)F)ccc3N3CCCC3)c2)CC1
  -2	2%	1%	-3%	3%	14%	-13%	28%	50µM*
O=C(CCN1CCc2ccccc2C1)c1ccc2c(c1)OCCO2
  22	-32%	3%	-2%	7%	19%	-14%	10%	8.9µM*
Cc1c(C(=O)N2CCCC2)nnn1-c1nonc1N
  -6	-3%	4%	4%	0%	-1%	4%	35%	-45%
O=C(N/N=C/c1cc2cc3c(cc2nc1Cl)OCO3)c1ccncc1
  3	-26%	6%	3%	43%[activator]	-15%	-16%	85%[activator]	u
OCC[C@H]1C[C@@H](O)[C@H](O)[C@@]2(CCCO2)O1
  5	x	7%	3%	5%	5%	-4%	26%	x
Cc1c(C(=O)NC2=NCCS2)oc2ccccc12
  -9	10%	-14%	11%	2%	8%	-10%	27%	-5%[59 µM]
Cc1ccc(NC(=O)COc2ccc(/C=N/NC(=O)CSCc3ccccc3)cc2)cc1
  -4	9%	11%	-7%	20%	-5%	-25%	12%	-22%[59 µM]
COc1ccccc1C(=O)NCC(=O)N1CCN(S(=O)(=O)c2ccccc2C(F)(F)F)CC1
  1	-2%	3%	-8%	-5%	3%	15%	24%	11%[59 µM]
CCOc1ccc(OCC)c(NC(=O)CCc2nc3cccnc3n2-c2ccccc2)c1
  8	-32%	-10%	0%	-5%	-4%	u	18%	u
CCOC(=O)C1(Cc2cccc(Cl)c2)CCCN(C(=O)c2cc(CC)on2)C1 (centres undefined)
  1	-7%	6%	-2%	2%	6%	-5%	33%	-12%
COC(=O)C1=C(C(=O)OC)[C@@H]2N(C)c3ccccc3[C@@]23C[C@@H](C(=O)OC)N(C(=O)COCc2ccccc2)C3=N1
  -3	-28%	3%	10%	8%	31%[activator]	u	8%	-35%[59 µM]
COc1cc(C2c3cc4c(cc3OC(NCCc3ccccc3)C2C)OCO4)cc(OC)c1OC (centres undefined)
  -1	x	11%	12%	-6%	21%	u	-18%	x
COc1ccc(/C(O)=C2/C(=O)C(=O)N(c3ccccn3)C2c2ccc(OC)c(OC)c2)cc1 (centres undefined)
  0	-14%	9%	-3%	1%	26%	-18%	14%	u
Cc1cc(-c2nnc(CCC(=O)N(CC3CCC3)CC3CCCO3)o2)no1 (centres undefined)
  0	1%	-10%	-14%	6%	0%	-4%	52%[activator]	x
CC(C)Oc1ccccc1-c1nc(SCC(=O)c2ccc(F)cc2)n[nH]1
  -1	-2%	-7%	11%	5%	1%	-7%	51%[activator]	2%[59 µM]
COc1ccc(Cl)cc1NC(=O)CN(C)C(=O)c1cc2ccccc2cc1OC
  -6	1%	i	0%	14%	1%	u	-15%	u
CCc1ccc(N2CC(C(=O)N/N=C/c3ccccc3)CC2=O)cc1 (centres undefined)
  0	x	-7%	-1%	2%	1%	u	-6%	x
Cc1c(C(=O)N2CCC(C)CC2)c(S(=O)(=O)Nc2cccc(C(F)(F)F)c2)c(C)n1C
  1	-29%	-4%	-8%	-3%	7%	-6%	22%	-3%[12.7 µM]
CCN(CCn1cccn1)C(=O)CC1C(=O)NCCN1Cc1ccc(F)c(F)c1 (centres undefined)
  0	-6%	0%	-4%	-14%	6%	8%	37%	u
COc1cccc(CNC(=O)Cc2ccc(S(=O)(=O)N3CCOCC3)s2)c1
  7	12%	0%	-12%	15%	7%	-7%	19%	-7%
COc1ccc(S(=O)(=O)NCc2cc(-c3ccccc3Cl)no2)cc1
  4	3%	5%	-7%	-1%	0%	-10%	10%	-4%
O=c1c(-c2ccccc2Cl)coc2c(CN3CCCCC3)c(O)ccc12
  1	-3%	-3%	-10%	1%	0%	-12%	56%[activator]	8%
O=C(Nc1ncc(C(F)(F)F)cc1Cl)C1COc2ccccc2O1 (centres undefined)
  -14	-10%	i	2%	-5%	1%	-12%	8%	-35%[12.7 µM]
O=C(Cc1ccc(S(=O)(=O)N2CCOCC2)s1)N1CCN(S(=O)(=O)c2cccc(Cl)c2)CC1
  3	-2%	-7%	26%	u	2%	-12%	29%	u
CCOc1ccccc1CN1CCC(n2nccc2NC(=O)C2CCCC2)CC1
  2	u	-10%	2%	-10%	6%	u	-5%	14%

Complete entries, quoted from the list. Screens in order: PI4K2A block | BAZ2B inh | PGK inhibitor | ERG Ets-DNA blk | Pin1 inhibitor | GLS inh | JMJD2A Tudor | HP1b chromo inh | G9a block
COC(=O)c1cc(S(=O)(=O)NCc2ccc(S(N)(=O)=O)cc2)oc1C is listed with -1 | -3% | 8% | 3% | -2% | 7% | -10% | 18% | -3%
Cc1c(C(=O)N2CCC(C)CC2)c(S(=O)(=O)Nc2cccc(C(F)(F)F)c2)c(C)n1C is listed with 1 | -29% | -4% | -8% | -3% | 7% | -6% | 22% | -3%[12.7 µM]

Next compounds follow.
Order of values – PI4K2A block	BAZ2B inh	PGK inhibitor	ERG Ets-DNA blk	Pin1 inhibitor	GLS inh	JMJD2A Tudor	HP1b chromo inh	G9a block
CCOC(=O)C1=CN(Cc2cccc(F)c2)S(=O)(=O)N(CC)C1CCc1ccccc1 (centres undefined)
  -7	x	-5%	3%	-8%	0%	17%	63%[activator]	x
COc1ccccc1NS(=O)(=O)c1ccc(NC(=O)Cc2cccs2)cc1
  0	0%	1%	-7%	-13%	16%	-30%	u	3%[59 µM]
Cc1cccc(Oc2c([N+](=O)[O-])c(=O)n(C)c3ccccc23)c1
  -15	u	2%	-7%	1%	9%	u	-3%	45µM*
Cc1cc(C)cc(OC(=O)C23CCC(C)(C(=O)O2)C3(C)C)c1 (centres undefined)
  8	-10%	4%	-1%	-2%	6%	5%	29%	1%
CCOC(=O)N1CCN(C(=O)COC(=O)c2ccc(Cl)nc2)CC1
  4	x	i	1%	-14%	1%	-5%	35%	x
O=C(Cc1nc2ccccc2[nH]1)c1ccc(Cl)cc1
  0	-3%	i	3%	10%	-8%	-19%	18%	4%
CC(=O)Nc1ccc(/C=C/c2nc(-c3ccccc3O)n[nH]2)cc1
  -3	8%	i	-1%	11%	1%	-9%	45%[activator]	7%
COc1ccc(C2NC(=S)NC3=C2CCc2ccccc23)cc1OC (centres undefined)
  -6	u	-7%	-2%	8%	8%	u	-5%	0.63µM*
CC(=O)c1cnc(-c2ccccn2)s1
  2	-11%	7%	4%	-4%	u	-10%	-18%	32µM*
C=CCn1c(Cc2cccs2)nnc1SCC(=O)NCc1ccco1
  -3	u	-19%	7%	-1%	-2%	u	19%	45µM*
COc1cc(OC)cc(C(=O)Nc2nnc(SCC(=O)NCC3CCCO3)s2)c1 (centres undefined)
  -3	-17%	-6%	-8%	0%	1%	-4%	49%[activator]	4%[59 µM]
